Source: PubChem
NCI-60 one-dose screen, 48 h, at 10 µM unless noted. Numbers give growth in % (100 = growth as untreated, 0 = no growth, -100 = all killed).
MDA-MB-231: MDA-MB-231 breast cancer | hit rate 5% among 81,000
MDA-MB-435: MDA-MB-435 melanoma | AID 1794794 | hit rate 7.8% among 82,000
RPMI-8226: RPMI-8226 leukemia cells | hit rate 7.5% among 77,000 | AID 1794781
SR: SR leukemia cells | hit rate 8.7% among 73,000
K-562: K-562 leukemia; hit rate 7.4% among 78,000
MCF7: MCF7 breast cancer; hit rate 6.3% among 82,000
MDA-MB-468: MDA-MB-468 breast cancer | hit rate 8.5% among 78,000
MOLT-4: MOLT-4 leukemia cells; hit rate 6.9% among 80,000; AID 1794779
* marks the source's active call; other numbers are inactive results; . = no result given; & = joins results of further samples; ! = not confirmed by another sample; [ ] = dose if it differs, or a comment. Rule for the calls: active = growth percent below 10; inactive = the rest.

Sample of the layout (12 entries):
SMILES	MDA-MB-231	MDA-MB-435	RPMI-8226	SR	K-562	MCF7	MDA-MB-468	MOLT-4
CC(=O)O[C@]1(C(C)=O)CCC2C3C=C(C)C4=CC(=O)CCC4(C)C3CCC21C (stereo partly drawn)	78.0	107.0	70.2	.	94.9	102.4	77.3	89.9
CC(=O)Nc1cccc2c1CCCC2	110.0&115.4	110.1&102.8	99.0&88.8	109.2&103.6	110.4&109.4	91.2&92.1	91.1&100.2	102.1&104.4
N#CC1(c2ccccc2)OC(C(=O)c2ccccc2)CC1Br (stereo not drawn)	102.2	111.5	99.3	123.4	96.5	118.3	102.6	117.8
Cc1cccc(-c2nc(Nc3ccccc3C(=O)O)c3ccccc3n2)c1	66.1	44.6	28.6	23.0	28.7	24.0	-15.1*	34.3
CC(C)(C)OC(=O)N1CCc2c(sc3ncnc(N/N=C/c4ccc(Br)cc4)c23)C1	73.2	-20.4*	19.1	36.3	15.1	12.6	24.9	33.9
COc1cc(CNC(=O)Cc2ccccc2)ccc1OCc1cn(-c2ccccc2F)nn1	101.1	99.9	95.3	96.2	81.8	97.4	106.6	96.4
COC(=O)c1ccc(Nc2nc(N)nn2Cc2cccc(Br)c2)cc1	.	101.5	110.4	83.0	84.9	90.8	99.5	75.7
COc1ccc(-c2c(Nn3cnnn3)no[n+]2[O-])cc1	38.8	44.4	42.0	38.7	30.2	31.0	46.3	27.9
Cc1cc(OC(=O)c2ccc(OCc3ccccc3)cc2)nc2[nH]c(=O)sc12	104.0	113.2	101.5	.	98.4	95.6	104.2	102.9
Cc1nn(-c2ccccc2)c(N2CCCC2)c1/C=N/NC(=O)Cn1c(=O)sc2ccccc21	77.7	90.7	76.3	90.1	67.0	86.1	76.5	77.3
CC(=O)c1ccc(Sc2ccccc2)cc1	108.5	102.8	120.6	115.9	90.2	98.0	88.9	99.8
COc1cccc(-c2ccc(/C=N/NC(=O)c3[nH]c4ccc(Br)cc4c3-c3ccccc3)o2)c1	23.6	-30.7*	1.2*	.	3.8*	4.6*	-2.9*	1.3*

Results, from the start:
SMILES	MDA-MB-231	MDA-MB-435	RPMI-8226	SR	K-562	MCF7	MDA-MB-468	MOLT-4
CC(=O)O[C@]1(C(C)=O)CCC2C3C=C(C)C4=CC(=O)CCC4(C)C3CCC21C (stereo partly drawn)	78.0	107.0	70.2	.	94.9	102.4	77.3	89.9
CC(=O)Nc1cccc2c1CCCC2	110.0&115.4	110.1&102.8	99.0&88.8	109.2&103.6	110.4&109.4	91.2&92.1	91.1&100.2	102.1&104.4
N#CC1(c2ccccc2)OC(C(=O)c2ccccc2)CC1Br (stereo not drawn)	102.2	111.5	99.3	123.4	96.5	118.3	102.6	117.8
Cc1cccc(-c2nc(Nc3ccccc3C(=O)O)c3ccccc3n2)c1	66.1	44.6	28.6	23.0	28.7	24.0	-15.1*	34.3
CC(C)(C)OC(=O)N1CCc2c(sc3ncnc(N/N=C/c4ccc(Br)cc4)c23)C1	73.2	-20.4*	19.1	36.3	15.1	12.6	24.9	33.9
COc1cc(CNC(=O)Cc2ccccc2)ccc1OCc1cn(-c2ccccc2F)nn1	101.1	99.9	95.3	96.2	81.8	97.4	106.6	96.4
COC(=O)c1ccc(Nc2nc(N)nn2Cc2cccc(Br)c2)cc1	.	101.5	110.4	83.0	84.9	90.8	99.5	75.7
COc1ccc(-c2c(Nn3cnnn3)no[n+]2[O-])cc1	38.8	44.4	42.0	38.7	30.2	31.0	46.3	27.9
Cc1cc(OC(=O)c2ccc(OCc3ccccc3)cc2)nc2[nH]c(=O)sc12	104.0	113.2	101.5	.	98.4	95.6	104.2	102.9
Cc1nn(-c2ccccc2)c(N2CCCC2)c1/C=N/NC(=O)Cn1c(=O)sc2ccccc21	77.7	90.7	76.3	90.1	67.0	86.1	76.5	77.3
CC(=O)c1ccc(Sc2ccccc2)cc1	108.5	102.8	120.6	115.9	90.2	98.0	88.9	99.8
COc1cccc(-c2ccc(/C=N/NC(=O)c3[nH]c4ccc(Br)cc4c3-c3ccccc3)o2)c1	23.6	-30.7*	1.2*	.	3.8*	4.6*	-2.9*	1.3*
CC(Cc1ccccc1)N1CCCC1=O (stereo not drawn)	96.9	100.8	99.4	113.7	120.8	90.1	103.3	107.2
O=C(CBr)OCCCc1ccccc1	110.3	104.6	118.2	100.7	106.5	94.3	103.5	91.3
CC(=O)c1ccc2c(c1)CCN2	96.1	111.4	94.7	93.4	111.3	98.3	103.7	94.2
CCCCCc1c(-c2n[nH]c(C)c2CCCCC)n[nH]c1C	.	101.2	107.4	.	77.5	94.5	95.0	106.5
C=CCOc1c(C)cc(C#N)cc1C	111.2	100.4	106.5	97.3	103.7	89.5	107.5	102.5
O=[N+]([O-])c1cccc(C=Nc2ccccc2O)c1	.	101.7	51.9	88.0	76.3	79.0	93.6	74.7
CCOC(=O)c1ccc(N2C(=O)c3ccc(C(=O)O)cc3C2=O)cc1	102.3	107.5	102.0	99.9	.	96.8	96.9	100.4
COc1ccc(NC(=O)c2sc3nc(C)c(C(=O)/C=C/c4ccccc4)cc3c2N)cc1	60.8	15.7	-24.4*	14.7	14.4	14.9	44.4	27.6
CCOc1ccc(Br)cc1/C=C1\SC(=S)N(NC(=O)Cc2ccccc2Nc2c(Cl)cccc2Cl)C1=O	102.3	105.6	84.9	100.3	104.9	91.2	93.7	95.6
FC(F)(F)Oc1cccc(-c2cnc3ccc(-c4ccncc4)nn23)c1	32.9	12.3	15.9	4.4*	31.6	10.7	-10.5*	4.1*
COC(=O)[C@H]1CCCN1C(=O)C1CCCN1C(=O)[C@@H](Cc1ccccc1)NC(=S)Nc1cc(C(F)(F)F)cc(C(F)(F)F)c1 (stereo partly drawn)	75.4&95.9	89.7&100.0	66.2&108.7	67.5&95.2	65.2&103.3	86.3&99.2	58.2&100.5	42.9&91.3
Nc1c(Cl)cc(C(=O)NC2CC2)cc1Cl	102.9	98.4&118.6	98.2&108.3	94.3&87.8	95.6	92.5&92.8	103.6&104.4	96.7&90.5
COc1ncc(F)c(OC)n1	115.3	105.7	101.5	94.0	100.5	96.6	98.7	94.7
CC(=O)Nc1c(C(=O)O)ccc(C)c1OCc1ccccc1	113.1	103.0	.	108.0	106.9	108.3	119.6	105.8
NCCCCC(Br)C(=O)c1cc(=O)[nH]c2ccccc12 (stereo not drawn)	107.3	115.1	69.3	92.9	71.2	103.4	100.6	94.4
CCOc1cc2ncc(C#N)c(Nc3ccc(F)c(Cl)c3)c2cc1NC(=O)CC(CCSCc1ccccc1)SCc1ccccc1 (stereo not drawn)	95.2	92.9	69.9	63.7	87.1	91.4	85.2	85.0
O=C(Nc1ccccc1)Nc1ncnc2c1ncn2-c1ccc(Cl)cc1	80.8	92.1	100.2	74.1	99.6	82.5	92.2	84.2
O=CN1N=C(c2cccc(Nc3ccncc3)c2)CC1c1ccc(Br)cc1 (stereo not drawn)	89.9	92.5	45.6	68.7	44.8	65.3	76.1	73.9
CNC1=CC(=O)c2c(C(=O)OC)c(C)nc(C)c2C1=O	110.7	112.8	95.8	121.0	99.8	94.9	96.9	104.6
CCCCn1c(=S)[nH]c2c(=O)n(C)c(=O)n(C)c21	106.8	123.2	.	82.4	101.4	102.9	126.4	91.1
COc1ccc2[nH]c3c(c2c1)CCNC3CC(C)CCC=C(C)C (stereo not drawn)	88.7	85.5	86.5	44.6	37.8	76.8	89.9	65.3
O=C1/C(=C/c2ccc(-c3cccc(C(F)(F)F)c3)o2)SC(=S)N1CCN1CCOCC1	93.6	100.7	86.1	95.4	90.3	72.4	96.3	99.6
COc1ccc(-c2cc(Cc3cccs3)c(=O)n(Cn3ccnc3)n2)cc1	90.6	107.0	95.2	81.5	110.1	98.2	113.1	109.0
Nc1cccc2c(=O)[nH][nH]c(=O)c12	99.2	101.0	100.1	.	105.5	93.5	92.1	81.3
Cc1ccc[n+](CC(=O)c2cccs2)c1	106.2	108.7	97.5	96.8	93.1	99.8	101.7	89.6
CCC(CC)C(=S)N1CCN(c2ccccc2)CC1	99.0	109.3	84.6	.	95.1	105.6	101.3	88.3
Cc1ccc(C(OC(=O)C2CCc3cc(F)ccc3O2)C(=O)NC(C)(C)C)cc1 (stereo not drawn)	70.1	82.3	84.2	70.2	62.5	51.2	83.0	31.5
O=c1oc2ccc(Br)cc2cc1C1=CSc2nc3sc4c(c3c(=O)n2N=C1)CCCC4	88.2	95.1	101.1	86.6	97.1	.	104.2	93.2
CC(=O)OCC1(C)OC(=O)N(CCc2ccccc2)C1=O (stereo not drawn)	101.9	109.8	102.8	96.5	100.1	96.2	97.3	103.2
CC(C)C1=CC2=CC[C@@H]3[C@](C)(CCC[C@@]3(C)C(=O)OCC#CCN3CCOCC3)[C@H]2CC1	87.1	88.2	46.6	59.5	45.7	80.7	47.0	78.6
NS(=O)(=O)OCC1OC(n2cnc3cncnc32)C(O)C1O (stereo not drawn)	-14.3*[0.1 µM]	1.2*![0.1 µM]	25.1[0.1 µM]	3.3*[0.1 µM]	7.8*[0.1 µM]	3.5*[0.1 µM]	-18.9*[0.1 µM]	-5.4*[0.1 µM]
Cc1ccc(SCCCN(C)C)cc1	103.0	111.6	100.0	95.5	100.4	103.0	101.9	99.1
Cn1cc(-c2csc(-c3cn(CCCN4CCCCC4)c4ccc(Br)cc34)n2)c2cccnc21	-50.7*	-69.5*	-35.3*	-48.9*	-63.6*	-64.6*	15.2	-46.3*
CCC(c1ccc(O)cc1)C(CC)c1ccc(-c2ccccc2)cc1 (stereo not drawn)	95.8	107.4	86.1	82.6	87.5	105.9	116.8	88.2
Cc1csc(=O)[nH]1	101.1	114.7	122.0	112.6	96.9	91.5	126.9	97.5
Cc1cccc(Oc2c(/C=N/N=c3\sc4ccccc4n3C)c(C)nn2-c2ccccc2)c1	109.8	103.5	93.4	74.0	90.7	48.0	114.0	89.5
CN1CCc2cc3c(cc2C(=O)Cc2ccc4c(c2C1)OCO4)OCO3	107.2	98.7	95.0	99.9	103.5	88.2	91.2	102.4
COc1ccc(S(=O)(=O)O)cc1N=N/C(=N/Nc1cc(S(=O)(=O)O)ccc1OC)C(=O)Nc1ccccc1	109.3	107.3	100.8	90.1	100.1	96.6	101.8	99.2

The listing continues.
SMILES	MDA-MB-231	MDA-MB-435	RPMI-8226	SR	K-562	MCF7	MDA-MB-468	MOLT-4
CC(=O)N1N=C(c2ccccc2)CC1c1sc(N(C)Cc2ccccc2)nc1Cl (stereo not drawn)	104.5	98.1	90.7	93.3	85.7	85.3	109.0	87.3
COC(=O)C(c1ccccc1)C(CC(=O)c1ccccc1)c1ccccc1 (stereo not drawn)	98.1	88.8	71.1	87.5	73.1	99.5	87.5	71.0
O=[N+]([O-])c1cccnc1Sc1ccccc1C1=NCCCN1	117.4	109.9	109.8	94.2	92.7	98.0	106.7	94.7
Cc1c(C(=O)NN2CCCCC2)nn(-c2ccc(Cl)cc2Cl)c1-c1ccc(Cl)cc1	80.2	90.5	64.4	56.8	49.2	72.2	84.5	48.6
COc1cc2c(cc1-c1c(C)noc1C)ncc1nc(C3CC3)n([C@H](C)COC(F)F)c12	51.0	44.3	17.8	25.5	30.4	21.7	46.0	42.2
C#CCOc1cccc(-c2ncc3cc(NC(=O)CCl)ccc3n2)c1	-10.3*	2.7*	-24.9*	-28.2*	2.2*	-21.6*	-60.6*	0.5*
Cc1cc(C)n(/N=C/c2ccccc2)c(=O)c1C#N	133.8	103.2	105.4	97.2	103.2	100.4	106.4	98.9

Fetched one by one from above, 2 records:
SMILES	MDA-MB-231	MDA-MB-435	RPMI-8226	SR	K-562	MCF7	MDA-MB-468	MOLT-4
COc1cc2c(cc1-c1c(C)noc1C)ncc1nc(C3CC3)n([C@H](C)COC(F)F)c12	51.0	44.3	17.8	25.5	30.4	21.7	46.0	42.2
CC(=O)N1N=C(c2ccccc2)CC1c1sc(N(C)Cc2ccccc2)nc1Cl (stereo not drawn)	104.5	98.1	90.7	93.3	85.7	85.3	109.0	87.3
